Mtb RmlCD inh: blocks M. tuberculosis RmlC and RmlD coupled enzymes | 0.03% of 160,000 active | inhibition, % at 3.6 µM | RmlC+RmlD coupled enzyme assay, percent inhibition; primary screen in compound mixtures; in the data active means inhibition mostly above about 34%, no sharp cut-off; inconclusive means no clear call, values can overlap the other calls; inactive means mostly below about 22%; further: some results filed as inactive read as strong as hits
Target sequence (P9WH09 whole entry, looked up): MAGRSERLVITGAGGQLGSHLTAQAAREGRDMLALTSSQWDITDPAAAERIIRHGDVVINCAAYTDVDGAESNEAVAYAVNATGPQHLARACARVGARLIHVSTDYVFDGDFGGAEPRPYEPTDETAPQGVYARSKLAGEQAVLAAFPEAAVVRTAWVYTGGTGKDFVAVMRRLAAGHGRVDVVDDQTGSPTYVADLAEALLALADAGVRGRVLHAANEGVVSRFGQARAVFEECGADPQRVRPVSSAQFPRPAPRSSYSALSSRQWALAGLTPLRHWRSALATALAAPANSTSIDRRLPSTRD
Target sequence (P9WH11 whole entry, looked up): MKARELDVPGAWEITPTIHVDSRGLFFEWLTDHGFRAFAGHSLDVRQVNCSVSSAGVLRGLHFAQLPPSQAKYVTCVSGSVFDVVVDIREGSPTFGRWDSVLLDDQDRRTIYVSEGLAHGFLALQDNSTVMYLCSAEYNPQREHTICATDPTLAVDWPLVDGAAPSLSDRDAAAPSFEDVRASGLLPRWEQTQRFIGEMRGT
GlmU inhibition: inhibition of mycobacterial GlmU enzyme – biochemical, glucosamine-1-phosphate acetyltransferase (AID 1376); M. tuberculosis GlmU acetyltransferase enzyme assay; higher % means a stronger effect; inhibition, %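 (tested at 30 µM in the primary screen)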; hits with a dose series show IC50 in µM; 0.25% of 220,000 active; in the data active means inhibition above about 13%; inconclusive means no clear call, values can overlap the other calls;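 further: 0% = complete reaction with vehicle and 100% = reaction without substrate; strong numbers were not always called active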
The depositor's hits bear a star; ? = inconclusive; . = no result given.

structure | Mtb RmlCD inh | GlmU inhibition
C#CCOCCOCCOCCNc1nc(N2CCN(C(=O)[C@H](CCC(=O)O)n3cc(C(N)CO)nn3)CC2)nc(N2CCN(C(=O)[C@H](CCCCN)n3cc(C(N)[C@H](C)CC)nn3)CC2)n1 (some centres not stated) | . | -5.3%
CN(C)c1cccc(C(=O)OCC(=O)N(Cc2ccccc2)C2CCS(=O)(=O)C2)c1 (configuration not stated) | 12 | -4.8%
CCCN(CC(=O)Nc1ccc(C)cc1Br)CC(=O)Nc1ccc(F)c(F)c1F | 4 | -1.1%
CCCCCCOc1ccc(C(=O)NCCCn2ccnc2)cc1 | -6 | -7.3%
Cc1cccc(C)c1OCc1n[nH]c(=S)n1N | 0 | 0.3%
CCOC(=O)C1(Cc2ccccc2)CCN(Cc2cnn(-c3ccccc3)c2)CC1 | -15 | -0.1%
Cn1c(=O)n(C)c2cc(NC(=O)c3cccc([N+](=O)[O-])c3)c(Br)cc21 | -8 | -5.3%
COCCn1c(=O)[nH]c2cc(C(=O)NCCN3CCN(c4cccc(Cl)c4)CC3)ccc2c1=O | . | -2.5%
CCn1c2ccccc2c2cc(NC(=O)COC(=O)c3ccccc3O)ccc21 | -11 | 0.8%
O=C(O)c1ccc(C2SCC(=O)N2Cc2ccco2)cc1 (configuration not stated) | 2 | -5.3%
Cn1c(SCc2ccc(Cl)cc2)nnc1C1CC1 | -5 | 7.0%
CN1CCN(C(=O)C2=C[C@H](C(C)(C)C)C[C@H](OCCCCO)O2)CC1 | . | 0.0%
CCCCc1c(C)nc(N2CCCC2)[nH]c1=O | 9 | 0.9%
N#CCSc1nnc(Nc2ccccc2)s1 | . | -1.1%
O=C(Cc1ccccc1)Nc1ccc(CN2CCOCC2)cc1 | -1 | -1.2%
CCc1ccc(NC(=S)NC2CC3CCC(C2)N3Cc2ccco2)cc1 (configuration not stated) | -3 | -2.4%
O=S(=O)(c1cnc[nH]1)N1CCN(c2ccccc2)CC1 | . | 1.7%
COc1cccc(C(=O)Nc2cc([N+](=O)[O-])ccc2N2CCN(C)CC2)c1 | . | -1.5%
CC(C)(C)C(=O)O/N=C(\N)COc1cccc(Cl)c1 | 4 | -0.6%
CCc1cccc(CC)c1NC(=O)COC(=O)CCc1cc(OC)c(OC)c(OC)c1 | 7 | 3.6%
O=C(CSCc1ccc(F)cc1)Nc1nc2c(s1)CCCC2 | 5 | 2.0%
C=CCNC(=O)C1CC(=O)N(c2ccc(OCC(=O)Nc3ccc(C)cc3)cc2)C1 (configuration not stated) | -4 | -8.3%
CCSc1ccccc1C(=O)N1CCCC1 | . | -2.5%
COc1cccc(N=CC2=C(O)CCCC2=O)c1 | 4 | 7.4%
c1csc(-c2nnc(COc3ncnc4sccc34)o2)c1 | -8 | 1.2%
COc1ccc(NC(=O)/C=C/C(=O)O)c(OC)c1 | 7 | 0.2%
CCC1=NN2C(=N)/C(=C\c3cccn3-c3ccc(C)cc3C)C(=O)N=C2S1 | -11 | 4.2%
Cc1cc(NC(=O)CCCC(=O)OCC(F)(F)C(F)F)cc(C)c1C(=O)O | -6 | -6.8%
Cc1cccc(NC2(C(F)(F)F)N=C(c3ccccc3)NC2=O)n1 (configuration not stated) | 10 | 2.3%
O=C(O)C1CCCN1c1ncnc2c1oc1ccccc12 (configuration not stated) | 13 | 3.1%
Cn1c(=O)cc(OCCCC(=O)N2CCN(c3ccccc3)CC2)c2ccccc21 | . | 0.6%
CC(=O)Nc1ccc(CN2CCc3c([nH]c4ccccc34)C2c2ccccn2)cc1 (configuration not stated) | 7 | 2.1%
Cc1ccc2nc(C)cc(OCC(=O)O)c2c1 | ? | 1.6%
CCSC1=NCCN1S(=O)(=O)c1ccc(F)cc1 | 0 | .
CCOC(=O)c1cc(-c2ccccc2)sc1NC(=O)CSc1nnc(N)s1 | . | -4.8%
O=C(NC1(C(F)(F)F)OCCO1)c1ccc(F)cc1 | -8 | -2.2%
CN1C(=O)C(O)(CC(=O)c2ccccc2O)c2cc(Br)ccc21 (configuration not stated) | -3 | 0.1%
COc1ccccc1NC(=O)N1CCN(CCc2ccccc2)CC1 | 1 | 2.6%
CCCn1c(NCc2cc(OC)ccc2OC)nc2ccccc21 | . | -1.7%
CCOc1ccc(C(=O)Nc2c3c(nn2-c2ccc(F)cc2)CS(=O)C3)cc1 (configuration not stated) | . | 2.9%
CN1CCN(S(=O)(=O)c2ccc(Cc3ccc(S(=O)(=O)N4CCN(C)CC4)cc3)cc2)CC1 | . | -0.9%
CC(=O)CC(=O)Nc1cccc2c1CCCC2 | -7 | 1.1%
O=C(CC(c1ccco1)S(=O)(=O)c1ccccc1)c1ccc(F)cc1 (configuration not stated) | . | 1.2%
CCOC(=O)c1cccc(NC(=O)CSc2nnnn2C)c1 | 5 | -2.8%
CCc1nc(C)ccc1OC(=O)C12CC3CC(CC(C3)C1)C2 | 5 | -0.8%
CC(C)c1ccc2nc3sc(C(=O)N4CCc5ccccc5C4)c(N)c3cc2c1 | -3 | 0.8%
O=C(Oc1cccc2c(OC(=O)N3CCCC3)cccc12)N1CCCC1 | -8 | -1.8%
OCCN1CCN(C(=S)Nc2ccccc2)CC1 | -6 | 0.7%
O=C(C[n+]1cccc2ccccc21)c1ccc([N+](=O)[O-])cc1 | -9 | -8.4%
CC(C)CC1(C)NC(=O)N(CC(=O)NC(=O)Nc2ccc3c(c2)OCCO3)C1=O (configuration not stated) | 84 | -10%
COC(=O)c1ccccc1OS(=O)(=O)N(C)C | 4 | 2.6%
COc1cccc(N2CC(C(=O)NC3CCCCC3)CC2=O)c1 (configuration not stated) | . | 2.4%
CCCCCCCSc1nsc(N)n1 | . | -0.9%
Cc1ccc(S(=O)(=O)N2CCCC(C(=O)NCCCN3CCCCC3C)C2)cc1 (configuration not stated) | -1 | 2.7%
CC(C)CNC(=O)c1nc(-c2ccccc2)n(-c2ccccc2)n1 | -1 | -3.7%
Nn1c(SCC(=O)NC(=O)NCc2ccco2)nnc1-c1ccc(OC(F)F)cc1 | 8 | .
N#Cc1nn(-c2ccccc2)nc1N1CCCCC1 | -5 | -0.8%
O=C(NCCN1CCCCCC1)c1ccc(CS(=O)(=O)c2ccc(Br)cc2)o1 | 40 | -6.8%
O=C(NCc1cccs1)Nc1ccc(Cl)cc1 | 2 | 2.2%
O=C(Cn1nc(-c2ccc(Cl)cc2)c2ccccc2c1=O)NCC1CCCO1 (configuration not stated) | 2 | -4.3%

New compounds follow.
structure | Mtb RmlCD inh | GlmU inhibition
Cn1ccnc1C(=O)c1cccc([N+](=O)[O-])c1 | 9 | -6.3%
O=C(O)C1Nc2ccc(OC(F)(F)F)cc2C2C=CCC12 (configuration not stated) | . | 13%*
COc1cccc(NC2=C(Cl)C(=O)OC2OC(=O)c2ccco2)c1 (configuration not stated) | -12 | 0.5%
CCOc1ccccc1NC(=O)COC(=O)CSc1ccc(Cl)cc1 | 5 | -6.0%
CN(C)c1ccc(/C=C2/C(=O)N(c3ccc([N+](=O)[O-])cc3)N=C2N2CCOCC2)cc1 | 6 | -1.0%
COc1ccc(C2c3ccc4ccccc4c3Oc3ncn4nc(Cc5ccccc5)nc4c32)cc1OC (configuration not stated) | 3 | 1.2%
O=C1C2CCCN2C(c2cccnc2)N1c1ccc(Cl)c(Cl)c1 (configuration not stated) | 9 | -2.9%
C=CCNC(=S)Nc1sc2c(c1C(=O)OCC)CC(C)(CC)OC2 (configuration not stated) | -3 | 5.8%
Cc1cc(C)c(NC(=O)Nc2ccccc2C)c(Cl)c1 | -5 | -3.6%
O=C(CSc1nnnn1C1CCCCC1)N1CCCC1 | 8 | -6.8%
CCN(CC)C(=O)c1ccccc1NC(=O)c1ccccc1 | -12 | -0.3%
CCOCC(=O)Nc1cc(C(=O)NCCC(C)C)ccc1Cl | 5 | -1.4%
COc1ccc(-c2[nH]ncc2-c2cnc(C)s2)c(O)c1 | . | 5.4%
COCCN1CCN(Cc2nc(Cc3ccc(OC)c(OC)c3)no2)CC1 | . | -5.4%
O=C(COc1ccc2ccccc2c1)Nc1cccc2cccnc12 | . | 1.1%
c1ccc2[nH]c(CSc3ncnc4c3oc3ccccc34)nc2c1 | -3 | 1.4%
S=c1[nH]nc(CCc2ccc(Cl)cc2)o1 | . | -0.5%
Cn1nc(C(F)(F)F)c2cc(NC(=O)OCC(C)(C)C)sc21 | . | -2.9%
Cn1nnnc1SCC(=O)NC(C)(C)C | . | -1.9%
O=C(COc1cccc2cccnc12)N1CCc2ccccc21 | -3 | 5.6%
O=C(CSc1nc(-c2ccc(F)cc2)cs1)NCCN1C(=O)CSC1=O | 15 | -1.0%
CCOCC(=O)Nc1ccc([N+](=O)[O-])cc1C | -9 | 1.6%
CCCCCN1C/C=C\C(c2ccc(OC)cc2)N(Cc2ccc(F)cc2)C(=O)C1 (configuration not stated) | . | -0.7%
CCOC(=O)c1c(C)nc(SC)c(C#N)c1-c1ccccc1 | 0 | -4.3%
CCOC(=O)c1oc2ccccc2c1CN1CCCCC1 | -1 | -1.0%
O=C(C(=O)N1CCc2ccccc2C1)c1cn(CC(=O)N2CCCC2)c2ccccc12 | -9 | -1.5%
CCC(C)(C)NC(=O)c1cc(C(=O)OC)cc([N+](=O)[O-])c1 | -6 | 2.4%
CC(=O)Nc1c(F)cc(Br)cc1F | 0 | 0.0%
CCN(CC)C(=O)CSc1nc2c(sc(=S)n2Cc2ccco2)c(=O)n1-c1ccccc1 | 6 | 4.6%
COC(=O)c1cccc(NC(=S)NCc2ccco2)c1 | -7 | 2.7%
CCc1cc2c(SCC(=O)c3ccccc3)ncnc2s1 | . | -3.2%
Cc1c(C(=O)NCc2ccccc2)oc2ccc(S(=O)(=O)N3CCCC3)cc12 | -9 | -8.4%
CC(NC(=O)NC1CCCCC1)C(c1cccs1)N1CCN(C)CC1 (configuration not stated) | -2 | -4.4%
CC(C)COc1cc(=O)[nH]c(SCC(C)C)n1 | -3 | 6.5%
C=CCOc1ccc(/C=C2\SC(=Nc3cccnc3)NC2=O)cc1 | 4 | 4.1%
O=C(O)c1ccc2c(=O)n3cc(C(=O)c4ccccc4O)cc(Cl)c3nc2c1 | -9 | 6.5%
COc1ccc(OC)c(/C=N/N=C(\N)c2nonc2N)c1 | -16 | -3.9%
Cc1ccc(-c2ccc(C3C(C#N)=C(N)Oc4n[nH]c(C)c43)o2)cc1 (configuration not stated) | . | -2.1%
Cc1ccc(C(=O)CSc2nnc(COc3cccc(C)c3)o2)cc1 | . | -1.5%
Cc1cc(NC(=O)/C=C/c2ccccc2Cl)n(-c2nc3ccccc3[nH]2)n1 | . | -6.8%
COC(=O)c1ccccc1NC(=O)COC(=O)c1ccc(C)c(NC(=O)c2ccco2)c1 | -6 | -1.9%
CCNc1cc(=O)n(C)c(=O)n1C | ? | 0.1%
O=C(c1cc(Cl)cc(Cl)c1)N1CCC(=O)N(C(COCc2ccccc2)Cc2ccccc2)CC1 (configuration not stated) | . | -4.4%
N#Cc1nc(Cc2ccccc2)oc1N1CCC(C(N)=O)CC1 | . | 3.0%
CC1(C)CC2CC(C)(CN2C(=O)COC(=O)Cn2[nH]c(=O)c3ccccc3c2=O)C1 (configuration not stated) | . | -3.4%
CC(=O)N1CCc2cc(S(=O)(=O)NCCC(=O)Nc3cccc(C)c3)ccc21 | -12 | -2.5%
O=C(CSc1nnc(-c2ccccn2)o1)Nc1ccccc1 | 11 | -0.7%
COC(=O)c1nc2cc(C)ccn2c1F | -7 | 3.0%
Cc1cc(-c2ccccc2)n(-c2cc(N/N=C/c3ccccc3O)ncn2)n1 | 23 | 1.0%
CCOC(=O)N1C2=NC(C(=O)OC)=C(C(=O)OC)[C@@H]3N(C)c4ccccc4[C@]23C[C@H]1C(=O)OC | 3 | 2.2%
COC(C[C@@H]1O[C@H]1[C@@H](O)[C@@H](C)OCc1ccccc1)OC | . | -1.0%
CCOc1ccccc1NC(=O)Cn1cnc2c(nnn2-c2cccc(OC)c2)c1=O | -6 | -3.4%
CSC1=NSC2=NC(=O)/C(=C\c3coc4ccccc4c3=O)C(=N)N12 | -9 | 8.0%
Nc1nc(COc2ccc(F)cc2Cl)nc(N2CCCCC2)n1 | 1 | 1.6%
CCCCNC(=O)c1onc(CSc2cccc(F)c2)c1C(=O)O | . | 0.3%
CCN(CC)c1ncnc2sc(C(=O)N3CCN(c4ccc(OC)cc4)CC3)c(C)c12 | -2 | -4.1%
O=C(Cc1ccccc1)N1CCN(CC2CC=CCC2)CC1 (configuration not stated) | 25 | .
CCOC(=O)N1CCN(c2c(NCCc3ccccc3)c(=O)c2=O)CC1 | 4 | -5.5%
CCN1C(=O)CC(N2CCOCC2)C1=O (configuration not stated) | 14 | -3.8%
C/C(N)=C(/C#N)C(=O)CSc1nc2ccccc2n1CC(C)C | 0 | 9.9%
OCCCn1c(CCNc2nc(-c3ccc(Cl)cc3)cs2)nc2cc(C(F)(F)F)ccc21 | . | -0.5%
COCCCn1c(SCC(=O)NNC(=O)c2cccc(O)c2)nnc1-c1ccncc1 | 0 | -5.3%

Entries above containing a CF3 group (five):
structure | Mtb RmlCD inh | GlmU inhibition
Cc1cccc(NC2(C(F)(F)F)N=C(c3ccccc3)NC2=O)n1 (configuration not stated) | 10 | 2.3%
O=C(NC1(C(F)(F)F)OCCO1)c1ccc(F)cc1 | -8 | -2.2%
O=C(O)C1Nc2ccc(OC(F)(F)F)cc2C2C=CCC12 (configuration not stated) | . | 13%*
Cn1nc(C(F)(F)F)c2cc(NC(=O)OCC(C)(C)C)sc21 | . | -2.9%
OCCCn1c(CCNc2nc(-c3ccc(Cl)cc3)cs2)nc2cc(C(F)(F)F)ccc21 | . | -0.5%

Only part of the results is shown; count on the stated rates, not on these rows.
